MT1-MMP txn act – MT1-MMP promoter reporter activation – cell-based, luciferase luminescence, primary screen | AID 750, 2007 | activation factor at 10 µM | hit rate 0.16% among 86,000 | HT1080 MT1-MMP promoter luciferase reporter, overnight; hits give high values;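 active = activation factor of at least 2 for MT1-MMP transcription at 10 µM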
Starred values were filed as active, the others as inactive.

MT1-MMP txn act | SMILES
0.9 | COc1ccc(-c2cn3c(C)c(C(=O)N4CCCc5ccccc54)sc3n2)cc1
1.1 | CC(N)(Cc1ccc(O)cc1)C(=O)O (centres undefined)
1.1 | CCOC(=O)C1=C(C)N(CCCC(=O)O)C(=O)NC1c1ccccc1OC(=O)c1cccc(I)c1 (centres undefined)
1 | CC(C)CCn1c(CN2CC(C)OC(C)C2)nc2c1c(=O)n(C)c(=O)n2C (centres undefined)
1.2 | CCCC/C=C/C(NC(=O)C(C)(C)C)c1ccccc1 (centres undefined)
1.2 | CCCC[C@@H]1C[C@H]1C(NC(=O)c1ccccc1)c1ccc(C(F)(F)F)cc1 (some centres undefined)
1.1 | Cc1cccc(Cn2c(=O)n(CCCC(=O)NCc3ccco3)c(=O)c3ccccc32)c1
1.2 | COc1ccc(CCNC(=O)c2cnc3scc(C)n3c2=O)cc1OC
1.3 | Nc1nc(N)c2nc(-c3ccccc3)c(N)nc2n1
1.2 | COC(=O)Cn1c(C(=O)N(C)C)cc2c1C[C@H]1CN(C(=O)c3ccccc3)[C@@](Cc3ccc(F)cc3)(C(=O)OC)[C@@H]21
1 | COC(=O)c1ccccc1NC(=O)CSc1nc2c(c(=O)n(C)c(=O)n2C)n1C
1.2 | COCCSc1nc2c(c(=O)[nH]c(=O)n2C)n1Cc1cccc(C)c1
1.2 | CCOC(=O)C1=C(C)N(CCCC(=O)O)C(=O)NC1c1ccccc1Cl (centres undefined)
1 | CCC1CCCCN1CCNS(=O)(=O)c1ccc2c(c1)oc(=O)n2C (centres undefined)
0.7 | COC(=O)Nc1nc2ccc(C(=O)c3ccccc3)cc2[nH]1
1.1 | CCCCOC(=O)C1C2C=CC3(CN(CCc4ccccc4)C(=O)C13)O2 (centres undefined)
1.2 | CCOc1ccc(OCC)c(NC(=O)CSc2nc3cccnc3n2C)c1
1.2 | COc1ccc(C(=O)c2coc3ccc(O)c(CN4CCOCC4)c23)cc1
0.8 | Cc1nc(NC2=NCN(CC3CCCO3)CN2)nc2ccccc12 (centres undefined)
1.1 | COc1cc(OC)c(NC2c3ccccc3C(=O)N2c2cc(C)ccn2)cc1Cl (centres undefined)
1.2 | O=C(CN1CCOc2ccccc21)NCc1ccc(Cl)cc1
1.1 | CC(NCCc1ccc(O)cc1)C(O)c1ccc(O)cc1 (centres undefined)
1.1 | CCOC(=O)C(=CN(CCc1ccccc1)CC(=O)OC)C(=O)OCC
1.2 | CCc1ccc(C2CC(c3ccc(C)cc3)n3nc(N)nc3N2)cc1 (centres undefined)
1.1 | C=CCn1c(O)c(N=NC(=S)Nc2cccc(C)c2)c2ccccc21

An excerpt from above in order of their number in MT1-MMP txn act, high to low:
Structure	MT1-MMP txn act
COc1ccc(C(=O)c2coc3ccc(O)c(CN4CCOCC4)c23)cc1	1.2
COc1cc(OC)c(NC2c3ccccc3C(=O)N2c2cc(C)ccn2)cc1Cl (centres undefined)	1.1
COC(=O)c1ccccc1NC(=O)CSc1nc2c(c(=O)n(C)c(=O)n2C)n1C	1

Next section:
MT1-MMP txn act | SMILES
1 | Cc1ccc(C2c3c(oc4ccc(Cl)cc4c3=O)C(=O)N2CCCN2CCOCC2)o1 (centres undefined)
1 | COCCNC(=O)c1ccc(CS(=O)(=O)c2c(Cl)cccc2Cl)o1
0.8 | N[C@@H](C(=O)N[C@@H]1C(=O)N2C(C(=O)O)=C(Cl)CS[C@H]12)c1ccccc1
1.1 | Clc1ccc(C2[C@H]3CN(Cc4ccc(-c5ccccc5)cc4)[C@H](c4ccccc4)C34CC2(c2ccccc2)C4)cn1 (some centres undefined)
1.2 | Cc1c(C(=O)NCCCN2CCOCC2)sc2nc(-c3ccccc3)cn12
1.2 | COc1cccc(C2NC(=O)N(CCCC(=O)O)C(C)=C2C(=O)OCc2ccccc2)c1 (centres undefined)
1.9 | CCOc1ccc2nc(NC(=O)Nc3cccs3)sc2c1
1.1 | CCc1c2c(nc3c(C(C)C)cccc13)-c1cccc(=O)n1C2
1 | CCCc1nc2ccccc2n2cc3c(=O)n(C)c(=O)n(C)c3c12
1.2 | COC(=O)CCCCCN1C(=O)NC(c2ccc(-c3ccccc3)cc2)C(C(=O)OCc2ccccc2)=C1C (centres undefined)
1.1 | Cc1ccc(-c2nnc3c4ccccc4c(C)nn23)cc1NC(=O)c1ccco1
1.1 | Cn1c(Cn2c(=O)sc3ccccc32)nnc1SCC(=O)Nc1cccc(F)c1
1 | Cc1occc1-c1nnc2sc(-c3ccc(-c4ccc(Cl)cc4)o3)nn12
1 | COC(=O)[C@@H]1C[C@@]2(O)[C@H](O)[C@H](O)[C@H](O)C[C@H]2N1Cc1c(F)cccc1Cl
1.2 | CC1CCN(CCn2c(=S)[nH]c3ncccc3c2=O)CC1
1.2 | COC(=O)[C@@]1(C)C=C[C@@H](Cc2ccccc2)N1C(C)=O
1.2 | COC(=O)[C@@]1(Cc2ccc(F)cc2)[C@H]2c3cc(C(=O)N(C)C)n(Cc4nc5ccccc5[nH]4)c3C[C@H]2CN1C(=O)c1ccccc1
0.9 | NC(=O)NCc1ccccc1
1.2 | CC(=O)OCC(=O)[C@@]12OC3(CCCC3)O[C@@H]1C[C@H]1[C@@H]3CCC4=CC(=O)C=C[C@]4(C)[C@@]3(F)[C@@H](O)C[C@@]12C
1.1 | Cc1cc(C(C)(C)C)cc(C)c1CC1=NCCN1
1.1 | CCOC(=O)C1=C(C)N(CCC(=O)O)C(=O)NC1c1ccccc1Cl (centres undefined)
1.5 | CC1CCN(C(=O)CSCC(=O)Nc2nc(-c3cccs3)cs2)CC1
1 | C=CCn1c(N(C)C)nc2c1c(=O)[nH]c(=O)n2C
1.1 | COc1ccc(-c2ccc(=O)n(CC(=O)N3CCN(c4ccccc4OC)CC3)n2)cc1
1 | Cc1nn(C)c(C)c1S(=O)(=O)N(CC(=O)Nc1nccs1)c1ccc(C(C)C)cc1

In a second layout: two of the compounds above
CCC1CCCCN1CCNS(=O)(=O)c1ccc2c(c1)oc(=O)n2C (centres undefined)
  MT1-MMP txn act = 1

CCOC(=O)C1=C(C)N(CCCC(=O)O)C(=O)NC1c1ccccc1OC(=O)c1cccc(I)c1 (centres undefined)
  MT1-MMP txn act = 1.1

More compounds follow.
MT1-MMP txn act | SMILES
1.1 | NC(=O)c1cccnc1
1.1 | CC(C)OC1=C(OC(C)C)C(O)(C#CCN(C(=O)/C=C/c2ccccc2)C(C)(C)C)C1=O (centres undefined)
1.2 | COC(=O)[C@H]1C[C@@H]1[C@H](NC(=O)[C@@H]1CCCN1C(=O)OC(C)(C)C)c1ccccc1
1.2 | Cc1ccc(C)c(N2CCN(CC(=O)Nc3ccc4[nH]c(=O)[nH]c4c3)CC2)c1
1.1 | COC(=O)c1ccc(C(=O)OC)c(NC(=O)c2ocnc2C)c1
1 | CC(=O)N1CC=CC1(CC(C)C)C(=O)NCc1ccccn1 (centres undefined)
1.2 | CC1CC(C)CN(c2nc3c(c(=O)n(C)c(=O)n3C)n2CCSc2nc3ccccc3o2)C1 (centres undefined)
0.9 | CC(C)C[C@H]1C(=O)N2CCC[C@H]2[C@]2(O)O[C@](NC(=O)[C@@H]3C=C4c5cccc6[nH]c(Br)c(c56)CC4N(C)C3)(C(C)C)C(=O)N12 (some centres undefined)
1.1 | COC(=O)c1ccc(OC)c(CSc2nnc(-c3ccc(C)cc3)o2)c1
1.1 | COc1c(N2CCNC(C)C2)c(F)cc2c(=O)c(C(=O)O)cn(C3CC3)c12 (centres undefined)
1.1 | C[C@H](CO)NC(=O)[C@H](C)[C@@H]1C[C@@]1(C)[C@@H](NC(=O)OCc1ccccc1)c1ccccc1
1.2 | CCCC(=O)N1CC(=O)Nc2ccc(C)cc2C1c1ccc(F)cc1 (centres undefined)
1 | CCn1cc(C(=O)NC2CCCCCC2)c(=O)c2cc(S(=O)(=O)N3CCCCC3)ccc21
1.1 | NCC#CC(CCc1ccccc1)OCc1ccccc1 (centres undefined)
1.1 | CN(CCO)c1ncnc2nc[nH]c12
1 | Cn1nc(-c2ccc(N3CCOCC3)c(NC(=O)COc3ccccc3)c2)c2ccccc2c1=O
1.1 | CN(C)c1nc(N2CCCCC2)nc(N2CCCCC2)n1
1.2 | COC(=O)[C@@]1(Cc2ccccc2)[C@H]2c3cc(C(=O)N4CCCC4)n(Cc4ccc(C)o4)c3C[C@H]2CN1C(=O)c1ccccc1
0.9 | CC(=O)O[C@]1(C(C)=O)CC[C@H]2[C@@H]3C[C@H](C)C4=CC(=O)CC[C@]4(C)[C@H]3CC[C@@]21C
1.1 | Cc1ccc(-n2ncc3c(NCCCN4CCCC4=O)ncnc32)c(C)c1
1.2 | C#CCN(Cc1ccccc1)C(=O)/C=C/c1ccccc1
1.1 | COC(=O)[C@@]1(Cc2ccccc2)[C@H]2c3cc(C(=O)N4CCCC4)n(Cc4ccc(S(C)(=O)=O)cc4)c3C[C@H]2CN1C(=O)c1ccccc1
1.4 | Cc1cccn2c(=O)c3cc(C#N)c(=NC(=O)c4ccc5c(c4)OCO5)n(CC(C)C)c3nc12
1.7 | CN(C)c1ccc(/C=N/N2C(=N)N(c3ccccc3)C(=S)C2=Nc2ccccc2)cc1
1.2 | CN(c1nnc(N)s1)C1CCCCC1

A different layout for some results above.
| SMILES | MT1-MMP txn act |
| --- | --- |
| NCC#CC(CCc1ccccc1)OCc1ccccc1 (centres undefined) | 1.1 |
| CN(CCO)c1ncnc2nc[nH]c12 | 1.1 |
| Cn1nc(-c2ccc(N3CCOCC3)c(NC(=O)COc3ccccc3)c2)c2ccccc2c1=O | 1 |
| CN(C)c1nc(N2CCCCC2)nc(N2CCCCC2)n1 | 1.1 |

Continued.
MT1-MMP txn act | SMILES
1.2 | CCCCC1CCC(C(=O)Nc2c(C)n(C)n(-c3ccccc3)c2=O)CC1 (centres undefined)
1.2 | Cc1cc(SCC(=O)Nc2c(C)n(C)n(-c3ccccc3)c2=O)n2c(nc3ccccc32)c1C#N
1.3 | Cc1ccc(-c2cc(C(=O)NCC3CCCO3)c3ccccc3n2)o1 (centres undefined)
1.1 | O=C(NCCc1ccc(Cl)cc1)C1CC(=O)N(C2CCCCC2)C1 (centres undefined)
1 | CCCn1c2c(c(O)c(C(=O)Nc3ccc(C)cn3)c1=O)CCCC2
1.3 | CCOc1cc(NC(=O)c2cnccn2)c(OCC)cc1NC(=O)c1ccc(C)cc1
1 | CCc1ccccc1S(=O)(=O)Cc1ccc(C(=O)NC(C)C)o1
1.1 | FC(F)(F)c1ccc(CN2C[C@@H]3C(c4ccccc4)C4(c5ccccc5)CC3(C4)[C@H]2c2ccccc2)cc1 (some centres undefined)
1 | CCOC(=O)N1CCC(NC(=O)c2cnc3n(c2=O)CCS3)CC1
1 | CCCCNC(=O)c1c(N)n(/N=C/c2cccnc2)c2nc3ccccc3nc12
1.2 | CCOCCn1c(=O)c2c(nc3n2CCN3c2ccc(C)cc2)n(C)c1=O
1 | O=C(NCc1ccccn1)[C@H]1C[C@@H]1[C@H](NP(=O)(c1ccccc1)c1ccccc1)c1ccccc1
1.1 | Cn1c(=O)oc2cc(S(=O)(=O)N3CCN(c4ccccn4)CC3)ccc21
1.1 | COC(=O)[C@@]1(Cc2ccc(F)cc2)[C@H]2c3cc(C(=O)N4CCCC4)n(CCF)c3C[C@H]2CN1C(=O)c1ccccc1
1.1 | COc1ccc(C2NC(C(=O)O)CS2)cc1COCC(F)(F)F (centres undefined)
1.1 | CN1CCc2c(sc3c2C(=O)NC(c2ccc(-c4cccc(Cl)c4)o2)N3)C1 (centres undefined)
1.2 | CC(C)(C)[Si](OCC[C@@H]1C[C@@]1(C)[C@@H](NP(=O)(c1ccccc1)c1ccccc1)c1ccccc1)(c1ccccc1)c1ccccc1
1.1 | COC(=O)[C@@H]1C[C@@]2(O)[C@@H](O)[C@@H](O)[C@@H](O)C[C@H]2N1Cc1cc(OC)cc(OC)c1
1.3 | CCCCCc1nc2ccccc2c(=O)n1NC(=O)c1c(O)c2cccc3c2n(c1=O)CCC3
1.2 | O=[N+]([O-])c1ccc2cn[nH]c2c1
1.1 | Cc1nc(CNS(=O)(=O)c2ccccc2F)cs1
1.1 | Cc1nn(C)c(C)c1S(=O)(=O)N(CC(=O)NCc1ccco1)c1ccc(C(C)C)cc1
1.3 | O=C(Cn1nc(-c2ccccc2)ccc1=O)N1CCOCC1
1.1 | CC1CCN(CCCNC(=O)CN2CCN(Cc3ccc(Cl)cc3)C2=O)CC1
1.1 | CCCc1cc2c(n1Cc1cc(F)cc(F)c1)C(C)C1CN(C(=O)c3ccccc3)C(C)(C(=O)OC)C21 (centres undefined)
1.2 | COc1ccccc1NC(=O)CSc1nnc(Cn2c(=O)sc3ccccc32)n1C
1.2 | Cc1ccc(-c2csc(N(CC3CCCO3)C(=O)c3ccco3)n2)cc1 (centres undefined)
1.2 | C[C@@H](C(=O)Nc1ccc2ccccc2c1)[C@@H]1C[C@@]1(C)[C@@H](NS(=O)(=O)c1ccc(-c2ccccc2)cc1)c1ccccc1
1.5 | CC1CCCCN1C(=O)CSCC(=O)Nc1nc(-c2cccs2)cs1 (centres undefined)
1.1 | CC(=O)C(Sc1nc(-c2ccc(F)cc2)nc2c1c(=O)n(C)c(=O)n2C)C(C)=O
1.9 | COC(=O)[C@@H]1C[C@@H]2CC[C@@H](O)C[C@@H]2N1CC1CCCCC1
1 | COc1ccc(-c2cn3c(C)c(C(=O)N4CCN(c5ccccc5F)CC4)sc3n2)cc1
1.2 | CCOCCCNC(=O)CN1C(=O)CSc2ccccc21
1.1 | COC(=O)Cn1c(=O)c2c(nc3n2CC(C)CN3c2ccc(C)c(C)c2)n(C)c1=O (centres undefined)
1.1 | Nc1cc(C(F)(F)F)ccc1C(=O)O
1.2 | Cc1cc[n+](-c2nc([O-])n(-c3ccccc3)c2C=O)cc1
1.1 | C=C(CC1([C@@H](NP(=O)(c2ccccc2)c2ccccc2)[C@H]2C[C@@H]2CCCC)CC1)c1ccccc1
1.1 | COC(=O)c1cc(NC2c3ccccc3C(=O)N2c2cccnc2)cc(C(=O)OC)c1 (centres undefined)
1.1 | CC(CCc1ccccc1)NC(=O)c1nnc(Cc2ccc(F)cc2)o1 (centres undefined)

Reprinted at random: 2 records from the list
MT1-MMP txn act | SMILES
1.1 | C=C(CC1([C@@H](NP(=O)(c2ccccc2)c2ccccc2)[C@H]2C[C@@H]2CCCC)CC1)c1ccccc1
1.1 | Nc1cc(C(F)(F)F)ccc1C(=O)O

High-throughput results: PubChem, Sanford-Burnham Center for Chemical Genomics

These rows are one share of the data, so the mix of outcomes need not match the whole.
